TcdB inh: inhibitors of Clostridioides difficile toxin B glycohydrolase; inhibition, % at 9.99 µM; AID 652162; TcdB glycohydrolase enzymatic assay, plate reader; 350,000 compounds, 0.24% hits; P18177; in the data active means inhibition above about 10%
The depositor's hits bear a star. The list is partial. The share of hits here may be higher or lower than overall.

C[C@@H](O)C#Cc1ccc2c(c1)O[C@@H](CN(C)C(=O)CN(C)C)[C@@H](C)CN([C@@H](C)CO)S2(=O)=O
  TcdB inh: 0.3
COCC(=O)N1CC[C@@H]2[C@@H](CO)Nc3ccc(C#Cc4ccccc4)cc3[C@@H]21
  TcdB inh: -1.9
C/C=C/c1ccc([C@@H]2[C@H]3CN(C(=O)Cc4cccnc4)CC(=O)N3[C@H]2CO)cc1
  TcdB inh: -0.5
C[C@@H]1CN([C@@H](C)CO)C(=O)CCCn2nncc2CO[C@@H]1CN(C)Cc1ccc(C(=O)O)cc1
  TcdB inh: -0.5
O=C(C[C@@H]1CC[C@@H]2NC[C@@H](O)COC[C@H]2O1)Nc1ccc(-c2ccccc2)cc1
  TcdB inh: 1.0
COc1ccc(CN2CC3(CN(C(=O)C4CC4)C3)c3c(n(C)c4cc(OC)ccc34)[C@@H]2CO)cc1
  TcdB inh: 0.5
C[C@H](O)C#Cc1ccc2c(c1)O[C@@H](CN(C)Cc1ccc(-c3ccccc3)cc1)[C@@H](C)CN([C@H](C)CO)S2(=O)=O
  TcdB inh: -0.3
CO[C@@H]1CN(C)C(=O)c2cc(NS(=O)(=O)c3cn(C)cn3)ccc2OC[C@@H](C)N(Cc2cccc(C(F)(F)F)c2)C[C@H]1C
  TcdB inh: -0.3
Cc1noc(C)c1NC(=O)Nc1cccc2c1O[C@@H](CN(C)C(=O)Nc1ccccc1)[C@H](C)CN([C@H](C)CO)C2=O
  TcdB inh: 0.9
COc1ccc(NC(=O)N(C)C[C@@H]2OCCCC[C@@H](C)Oc3ccc(NC(=O)Nc4ccc(C(F)(F)F)cc4)cc3C(=O)N([C@H](C)CO)C[C@H]2C)cc1
  TcdB inh: 0.4

In a second layout: results already given.
SMILES	TcdB inh
C[C@H](O)C#Cc1ccc2c(c1)O[C@@H](CN(C)Cc1ccc(-c3ccccc3)cc1)[C@@H](C)CN([C@H](C)CO)S2(=O)=O	-0.3
CO[C@@H]1CN(C)C(=O)c2cc(NS(=O)(=O)c3cn(C)cn3)ccc2OC[C@@H](C)N(Cc2cccc(C(F)(F)F)c2)C[C@H]1C	-0.3
Cc1noc(C)c1NC(=O)Nc1cccc2c1O[C@@H](CN(C)C(=O)Nc1ccccc1)[C@H](C)CN([C@H](C)CO)C2=O	0.9
COc1ccc(NC(=O)N(C)C[C@@H]2OCCCC[C@@H](C)Oc3ccc(NC(=O)Nc4ccc(C(F)(F)F)cc4)cc3C(=O)N([C@H](C)CO)C[C@H]2C)cc1	0.4

(next part)
C[C@H](CO)N1C[C@H](C)[C@H](CN(C)S(=O)(=O)c2ccc(Oc3ccccc3)cc2)OCc2cn(nn2)CCCC1=O
  TcdB inh: -0.8
CCCN(C)C[C@H]1Oc2ncc(C#CCN(C)C)cc2C(=O)N([C@H](C)CO)C[C@H]1C
  TcdB inh: 0.5
O=C(Cc1ccccc1)N1CC[C@H]2[C@H](CO)Nc3ccc(-c4ccccc4)cc3[C@H]21
  TcdB inh: 0.5
C[C@@H]1CN([C@H](C)CO)C(=O)c2cc(NC(=O)NC3CCCCC3)ccc2O[C@@H]1CN(C)C(=O)Nc1cccc2ccccc12
  TcdB inh: 0.6
C[C@H](CO)N1C[C@H](C)[C@@H](CN(C)C(=O)c2cccnc2)Oc2ncc(-c3ccc(C(=O)N(C)C)cc3)cc2C1=O
  TcdB inh: -0.2
C/C=C/c1ccc([C@@H]2[C@@H](CO)N(C(=O)C3CCCCC3)C23CN(C(=O)NC(C)C)C3)cc1
  TcdB inh: 1.8
CCCNC(=O)N[C@@H]1CC[C@@H](CCn2cc(C3CCCCC3)nn2)O[C@@H]1CO
  TcdB inh: -4.7
COc1cccc(-c2ccc3c(c2)O[C@H](CN(C)Cc2cccnc2)[C@@H](C)CN([C@H](C)CO)S3(=O)=O)c1
  TcdB inh: 0.8
C[C@@H]1CN([C@@H](C)CO)C(=O)c2cc(NC(=O)Cc3cn(C)c4ccccc34)ccc2O[C@H]1CN(C)C(=O)Nc1ccc(F)cc1
  TcdB inh: 0.0
COCC(=O)N1C[C@@H](C)[C@H](OC)CN(C)C(=O)c2ccc(NC(=O)Nc3ccccc3)cc2OC[C@H]1C
  TcdB inh: 0.3

C[C@@H]1CCCCO[C@@H](CN(C)S(=O)(=O)c2cn(C)cn2)[C@@H](C)CN([C@@H](C)CO)C(=O)c2cc(NS(=O)(=O)c3cn(C)cn3)ccc2O1
  TcdB inh: -2.4
CC(C)NC(=O)N[C@@H]1C=C[C@H](CC(=O)N2CCCCC2)O[C@@H]1CO
  TcdB inh: -0.3
COc1ccc(NC(=O)Nc2ccc3c(c2)C(=O)N([C@H](C)CO)C[C@H](C)[C@H](CN(C)C(=O)NC(C)C)OCCCC[C@H](C)O3)cc1
  TcdB inh: -1.6
O=C([C@H]1[C@H](CO)[C@H]2Cn3c(ccc(-c4ccccc4)c3=O)[C@@H]1N2)N1CCCCC1
  TcdB inh: -0.3
C[C@@H]1CN([C@@H](C)CO)C(=O)c2cccc(NC(=O)Nc3ccc(C(F)(F)F)cc3)c2O[C@@H]1CN(C)C(=O)Nc1ccc(C(F)(F)F)cc1
  TcdB inh: -0.9
Cc1cccc(S(=O)(=O)N2C[C@H](O)COC[C@@H]3O[C@H](CC(=O)NCc4ccncn4)CC[C@H]32)c1
  TcdB inh: 0.4
N#C[C@@H]1[C@@H](c2ccccc2)[C@H](CO)N1C(=O)CN1CCOCC1
  TcdB inh: -2.4
COc1ccc(NC(=O)Nc2cccc3c2O[C@@H](CN(C)S(=O)(=O)c2cn(C)cn2)[C@H](C)CN([C@@H](C)CO)C3=O)cc1
  TcdB inh: -13
O=C(NC[C@H]1CC[C@H]2[C@H](CN2S(=O)(=O)c2ccccc2[N+](=O)[O-])O1)Nc1ccccc1
  TcdB inh: -0.3
C[C@H](CO)N1C[C@H](C)[C@H](CN(C)S(=O)(=O)c2cccs2)Oc2ccc(NC(=O)CCCCCC(=O)Nc3ccccc3N)cc2C1=O
  TcdB inh: 0.1

COc1ccc(CN(C)C[C@@H]2Oc3c(NC(=O)Nc4c(C)noc4C)cccc3C(=O)N([C@H](C)CO)C[C@@H]2C)cc1
  TcdB inh: -0.2
COCC(=O)N1C[C@H](C)[C@@H](OC)CN(C)C(=O)c2ccc(NC(=O)c3cnccn3)cc2OC[C@H]1C
  TcdB inh: -0.2
CN1CCN(C(=O)C[C@H]2CC[C@H](NC(=O)Nc3ccccc3F)[C@@H](CO)O2)CC1
  TcdB inh: 0.8
C[C@@H]1CN([C@H](C)CO)C(=O)c2cc(NS(=O)(=O)c3cn(C)cn3)ccc2O[C@@H]1CN(C)Cc1ccc(Oc2ccccc2)cc1
  TcdB inh: 0.1
CN(C)CCCNC(=O)C[C@H]1CC[C@@H]2[C@@H](COc3ccc(NC(=O)c4cccc(F)c4)cc3C(=O)N2C)O1
  TcdB inh: 2.2
O=S(=O)(c1ccc(F)cc1)N1CCCCN2[C@H](CO)[C@@H](c3ccc(C#CC4CCCC4)cc3)[C@H]2C1
  TcdB inh: -0.1
C[C@@H]1CN([C@H](C)CO)S(=O)(=O)c2ccc(C3=CCCCC3)cc2O[C@@H]1CN(C)C(=O)Cc1ccccc1
  TcdB inh: 0.8
OC[C@H]1[C@@H](c2ccc(-c3cccc(F)c3)cc2)[C@H]2CN(Cc3cncnc3)CCCCN21
  TcdB inh: -1.9
C[C@@H]1CCCCO[C@@H](CN(C)C(=O)Nc2ccc3c(c2)OCO3)[C@@H](C)CN([C@H](C)CO)C(=O)c2cc(NS(=O)(=O)c3cccs3)ccc2O1
  TcdB inh: 0.2
CO[C@@H]1CN(C)C(=O)c2ccc(NC(=O)c3cnccn3)cc2OC[C@H](C)N(CC2CC2)C[C@@H]1C
  TcdB inh: -0.3

COc1ccc2c3c([nH]c2c1)[C@H](CO)N(C(=O)Nc1ccc(F)cc1)CC31CN(C(=O)Nc2c(C)noc2C)C1
  TcdB inh: -20
COc1ccc(-c2ccc([C@H]3[C@@H](CO)N4C(=O)CN(C(=O)C5CCCC5)C[C@@H]34)cc2)cc1
  TcdB inh: 1.5
CN1c2ccc(Br)cc2[C@H]2[C@H](CCN2S(=O)(=O)c2ccccc2)[C@@H]1CO
  TcdB inh: 0.3
COc1ccc(CN(C)C[C@@H]2Oc3c(NC(=O)C4CCCCC4)cccc3C(=O)N([C@@H](C)CO)C[C@@H]2C)cc1
  TcdB inh: -1.4
O=C1O[C@@H](c2ccccc2)[C@@H](c2ccccc2)N2[C@@H](c3ccc(OCCO)cc3)[C@]3(C(=O)Nc4ccc(C#CC5=CCCCC5)cc43)[C@@H](C(=O)NC[C@H](O)c3ccccc3)[C@H]12
  TcdB inh: -1.3
CN(C)C(=O)c1cccc(-c2ccccc2[C@H]2[C@@H](C#N)N(C(=O)C3CCC3)[C@@H]2CO)c1
  TcdB inh: -0.3
O=C(c1cccc(F)c1)N1CCCCN2[C@H](CO)[C@@H](c3ccc(-c4cncnc4)cc3)[C@H]2C1
  TcdB inh: 0.3
COC(=O)C[C@H]1CC[C@H]2[C@@H](COc3ccc(NC(=O)NC(C)C)cc3C(=O)N2C)O1
  TcdB inh: -0.4
COc1ccc(NC(=O)Nc2ccc3c(c2)C(=O)N([C@H](C)CO)C[C@@H](C)[C@@H](CN(C)C(=O)Nc2ccc(F)cc2)O3)cc1
  TcdB inh: -7.5
CN(C)C(=O)C[C@@H]1C[C@H]2c3cc(NS(C)(=O)=O)ccc3O[C@H]2[C@H](CO)O1
  TcdB inh: 0.3

CCCN(C)C[C@H]1Oc2cc(-c3ccncc3)ccc2S(=O)(=O)N([C@H](C)CO)C[C@H]1C
  TcdB inh: -0.4
COc1ccc(S(=O)(=O)Nc2ccc3c(c2)C(=O)N([C@@H](C)CO)C[C@H](C)[C@H](CN(C)C(=O)CCC(F)(F)F)OCCCC[C@@H](C)O3)cc1
  TcdB inh: -0.1
C[C@@H]1CN([C@H](C)CO)C(=O)c2c(c3ccccc3n2C)-c2ccccc2CO[C@@H]1CN(C)C(=O)[C@@H](Cc1ccccc1)N(C)C
  TcdB inh: 1.4
C[C@H](CO)N1C[C@H](C)[C@H](CN(C)Cc2ccccc2)OCCCC[C@H](C)Oc2ccc(NC(=O)NC3CCCCC3)cc2C1=O
  TcdB inh: 0.5
Cc1cccc(S(=O)(=O)N2CCCCN3[C@H](CO)[C@H](c4ccc(C#C[C@@H](C)O)cc4)[C@H]3C2)c1
  TcdB inh: 0.8
C[C@@H]1CN([C@H](C)CO)C(=O)Cc2cc(NC(=O)Cc3ccccc3)ccc2O[C@H]1CN(C)Cc1ccc(C(=O)Nc2ccccc2N)cc1
  TcdB inh: -3.4
O=C(C[C@H]1CC[C@@H](NC(=O)C2CCOCC2)[C@@H](CO)O1)Nc1ccc(-c2ccccc2)cc1
  TcdB inh: 1.0
O=C(N[C@H]1CC[C@H](CCn2cc(C3(O)CCCC3)nn2)O[C@H]1CO)C1CC1
  TcdB inh: 0.1
C[C@@H]1CN([C@@H](C)CO)C(=O)c2cccc(NC(=O)c3nc4ccccc4s3)c2O[C@@H]1CN(C)Cc1ccc(Oc2ccccc2)cc1
  TcdB inh: 0.7
C[C@H]1CN([C@@H](C)CO)C(=O)c2cccc(NS(=O)(=O)c3cccs3)c2O[C@H]1CN(C)S(=O)(=O)c1cccs1
  TcdB inh: 0.4

O=C(C[C@@H]1C=C[C@@H](NC(=O)C2CCOCC2)[C@H](CO)O1)Nc1ccccc1
  TcdB inh: 0.3
O=C(C[C@@H]1CC[C@H](NC(=O)Nc2ccccc2F)[C@@H](CO)O1)NCc1ccc(Cl)cc1
  TcdB inh: 0.2
C[C@@H]1CN([C@H](C)CO)C(=O)c2cc(NS(=O)(=O)c3ccc(F)cc3)ccc2O[C@@H]1CN(C)C(=O)Nc1ccc(C(F)(F)F)cc1
  TcdB inh: -0.4
CCN1[C@@H]2c3ccc(C4=CCCCC4)c(=O)n3C[C@H]1[C@H](CO)[C@H]2C(=O)N1CCCCC1
  TcdB inh: 0.4
C[C@@H]1CN([C@H](C)CO)C(=O)c2cccc(NS(=O)(=O)c3cn(C)cn3)c2O[C@H]1CN(C)S(=O)(=O)c1cccs1
  TcdB inh: -0.2
O=C1CN(S(=O)(=O)c2ccccc2)C[C@H]2[C@H](c3ccc(Br)cc3)[C@@H](CO)N12
  TcdB inh: 0.7
COCc1cn(CC[C@@H]2CC[C@H](NC(=O)CCN3CCCCC3)[C@H](CO)O2)nn1
  TcdB inh: 0.5
CCCN1[C@@H]2c3ccc(-c4cccc(F)c4)c(=O)n3C[C@H]1[C@H](CO)[C@H]2C(=O)NCC1CC1
  TcdB inh: -1.3
C[C@H](CO)N1C[C@H](C)[C@H](CN(C)Cc2ccncc2)Oc2cc(C#CC(C)(C)O)ccc2S1(=O)=O
  TcdB inh: -2.0
C[C@@H]1CN([C@@H](C)CO)C(=O)c2cc(NC(=O)c3ccncc3)ccc2O[C@@H]1CN(C)C(=O)Nc1ccccc1
  TcdB inh: 0.8

CCC(=O)N[C@H]1CC[C@H](CCNS(=O)(=O)c2ccc(Cl)cc2)O[C@@H]1CO
  TcdB inh: 0.1
CO[C@H]1CN(C)C(=O)c2cc(NC(=O)C3CC3)ccc2OC[C@H](C)N(C(=O)c2ccncc2)C[C@@H]1C
  TcdB inh: 0.5
CS(=O)(=O)Nc1ccc2c(c1)[C@@H]1C[C@H](CC(=O)NCC(F)(F)F)O[C@@H](CO)[C@@H]1O2
  TcdB inh: -6.6
CCCNC(=O)N1[C@H](CO)[C@@H](c2ccccc2)[C@H]1CNC(=O)c1cccc(F)c1
  TcdB inh: -11
CN(C)CC(=O)Nc1ccc2c(c1)[C@H]1C[C@@H](CC(=O)NCc3cc(F)ccc3F)O[C@@H](CO)[C@H]1O2
  TcdB inh: -1.1
CC(=O)N(C)C[C@@H]1Oc2cc(Br)ccc2S(=O)(=O)N([C@@H](C)CO)C[C@@H]1C
  TcdB inh: 0.9
O=C(C[C@H]1CC[C@H]2[C@@H](COC[C@@H](O)CN2Cc2cccc(-c3ccncc3)c2)O1)N1CCOCC1
  TcdB inh: -0.2
COCC#Cc1ccc([C@@H]2[C@H]3CN(C(=O)COC)CCCCN3[C@H]2CO)cc1
  TcdB inh: -1.7
C[C@@H]1CN([C@H](C)CO)C(=O)c2cccc(NC(=O)c3nc4ccccc4s3)c2O[C@@H]1CN(C)CC1CCCCC1
  TcdB inh: 0.0
CNC[C@H]1Oc2cc(-c3cccc(C(=O)N(C)C)c3)ccc2S(=O)(=O)N([C@H](C)CO)C[C@@H]1C
  TcdB inh: 0.7
O=C(c1ccncc1)N1C[C@@H]2N[C@H](C1)C2c1ccc(-c2ccncc2)cc1 (some centres undefined)
  TcdB inh: 0.0

Screening results: PubChem BioAssay, Broad Institute
